# M4 ag = agonists of human muscarinic M4 receptor (CHRM4); activation, % at 3 µM; 0.14% of 360,000 active; P08173; CHO-K1 hM4/Gqi5, Fluo-8 calcium fluorescence; vehicle 0%, full acetylcholine response 100%;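 active = activation above the run mean over all test wells plus 3 SD, cut at about 32% in these data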;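 note: peak over basal fluorescence ratio per well then scaled between controls; 0% = DMSO wells and 100% = acetylcholine at EC100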
# Target sequence (P08173 whole entry, looked up): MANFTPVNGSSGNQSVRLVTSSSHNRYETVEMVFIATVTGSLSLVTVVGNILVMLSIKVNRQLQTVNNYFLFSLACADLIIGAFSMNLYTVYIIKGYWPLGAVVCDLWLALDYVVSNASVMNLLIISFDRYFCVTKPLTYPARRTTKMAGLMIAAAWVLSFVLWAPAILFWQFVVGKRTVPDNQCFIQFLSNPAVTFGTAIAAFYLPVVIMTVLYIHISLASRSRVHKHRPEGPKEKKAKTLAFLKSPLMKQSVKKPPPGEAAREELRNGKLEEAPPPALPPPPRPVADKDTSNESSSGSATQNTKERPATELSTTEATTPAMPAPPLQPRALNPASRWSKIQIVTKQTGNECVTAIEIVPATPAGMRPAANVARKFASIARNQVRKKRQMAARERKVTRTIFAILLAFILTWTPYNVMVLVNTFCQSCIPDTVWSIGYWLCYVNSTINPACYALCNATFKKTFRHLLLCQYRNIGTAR
# M4 PAM = potentiates acetylcholine response at human M4 receptor; activation, % at 3 µM; 0.4% of 360,000 active; CHO-K1 hM4/Gqi5, Fluo-8 calcium fluorescence, ACh EC20; 0% = ACh EC20, 100% = maximal ACh; P08173;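 active = activation above its plate's cutoff, the mean activation of sample wells plus 3 SD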; note: some results filed as inactive read as strong as hits
# CHRM4 antagonist = CHRM4 antagonism in calcium assay; 0.73% of 360,000 active; inhibition, % at 3 µM; P08173; CHO-hM4 cells, ACh EC80, Fluo-8 calcium fluorescence;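 active = inhibition above its plate's cutoff, the mean inhibition of sample wells plus 3 SD, cut at about 27% in these data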;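 note: 0% = acetylcholine EC80 with DMSO and 100% = DMSO without agonist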
# CHRM5 antagonist = antagonists of human muscarinic M5 receptor (CHRM5) | CHO-hM5 cells, Fluo-8 calcium fluorescence, ACh EC80 | AID 624040 | 0.59% of 360,000 active | inhibition, % at 3 µM;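 active = inhibition above a per-plate cutoff, the mean of that plate's test compounds plus 3 SD, cut at about 27% in these data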;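 note: 0% = acetylcholine EC80 with DMSO and 100% = DMSO without agonist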
# Target sequence (P08912 whole entry, looked up): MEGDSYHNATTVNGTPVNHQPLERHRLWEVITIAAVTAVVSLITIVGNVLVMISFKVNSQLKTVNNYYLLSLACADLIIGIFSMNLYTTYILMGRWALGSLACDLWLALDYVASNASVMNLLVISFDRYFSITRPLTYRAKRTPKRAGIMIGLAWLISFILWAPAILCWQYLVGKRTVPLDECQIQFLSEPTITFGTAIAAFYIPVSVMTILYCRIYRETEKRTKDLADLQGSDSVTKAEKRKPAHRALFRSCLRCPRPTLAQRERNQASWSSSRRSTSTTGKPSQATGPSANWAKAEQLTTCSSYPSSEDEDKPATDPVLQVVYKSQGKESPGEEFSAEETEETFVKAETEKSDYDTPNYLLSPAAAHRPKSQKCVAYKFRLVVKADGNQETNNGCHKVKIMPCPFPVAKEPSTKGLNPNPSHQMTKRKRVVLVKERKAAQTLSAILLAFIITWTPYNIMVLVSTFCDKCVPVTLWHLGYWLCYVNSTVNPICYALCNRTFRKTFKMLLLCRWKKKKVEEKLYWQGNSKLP
# CRFBP-R2 block = antagonists of CRF-binding protein/CRF-R2 receptor complex; HEK293 CRF-R2/CRF-BP, CRF-induced calcium fluorescence; inhibition, % at 11.8 µM; 0.59% of 350,000 active; AID 588475;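 active = inhibition of the ligand-induced calcium signal above about 50% at the single tested concentration, limit read from the data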
# CRFBP-R2 agonist = CRF-BP/CRF-R2 complex agonism; HEK293 CRF-R2/CRF-BP, calcium dye fluorescence (FLIPR); percent of saturating CRF peptide response; activation, % at 13.2 µM; 0.46% of 350,000 active;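 active = activation of at least 50%, plus an integration ratio under a set limit after plate pattern correction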;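 note: plate controls were neutral control wells without compound for no effect and CRF at EC100 for full effect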
# M5 ag = CHRM5 agonism in calcium assay. P08912. CHO-K1 hM5 cells, Fluo-8 calcium fluorescence; 0% DMSO wells, 100% maximal acetylcholine response. activation, % at 3 µM. 0.19% of 360,000 active. AID 624037;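 active = activation above the run's mean over test compounds plus 3 SD, cut at about 23% in these data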;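 note: signal is peak over basal fluorescence ratio across the kinetic read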
# CHRM5 PAM = positive allosteric modulators of human muscarinic M5 receptor; P08912; CHO-K1 hM5, Fluo-8 calcium, ACh EC20 PAM; 0% = ACh EC20, 100% = ACh EC100; activation, % at 3 µM; 0.3% of 360,000 active; AID 624038;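 active = activation above the run cutoff, the mean activation of all test compounds plus 3 SD, cut at about 18% in these data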
#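 system = human M5 receptor in CHO-K1 cells | compound = one concentration, 3 µM final (nominal) | schedule = Post-acetylcholine fluorescence recording 140 s | signal = Fluo-8 calcium dye fluorescence, kinetic read | benchmarks = low control EC20 acetylcholine (0%), high control EC100 acetylcholine (100%) | repeats = singlicate, one well per test compound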
# IDE cell inh = cellular human IDE inhibition; HEK cells, FAbetaB cleavage, fluorescence polarization; inhibition, % at 5.59 µM; 0.41% of 320,000 active; AID 434962;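 active = percent inhibition above the average of all tested compounds plus 3 SD, set per screening campaign, cut at about 16% in these data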;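 note: IDE supplied by intact live HEK cells; FP after avidin binding of uncleaved biotin substrate so inhibition keeps polarization high; 0% = DMSO wells and 100% = 60 µM reference IDE inhibitor Ii1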
# An asterisk follows results filed as active; x = no result given.
SMILES,M4 ag,M4 PAM,CHRM4 antagonist,CHRM5 antagonist,CRFBP-R2 block,CRFBP-R2 agonist,M5 ag,CHRM5 PAM,IDE cell inh
ONC(=Nc1ccc(Cl)cc1)c1ccccc1,-1,-3,-3,-2,1,-0.4,2,2,-7
O=C1CC(N(O)C2CC(=O)N(Cc3ccccc3)C2=O)C(=O)N1Cc1ccccc1 (stereo not given),11,-14,19,17,-3,0.1,3,-17,2
COc1ccccc1CN1CN(S(=O)(=O)c2ccccc2)c2nc3ccccc3nc21,1,-11,-3,2,8,-0.9,-5,2,3
CCc1cc2c(=O)n(Cc3ccco3)c(SCC(=O)N(C)C3CCS(=O)(=O)C3)nc2s1 (stereo not given),14,-16,10,11,-9,1.8,-9,-5,5
CCOC(=O)c1cnc(-n2nc(C)cc2C)nc1NC,0,9,-2,0,6,-1.6,0,-1,1
COc1ccc(OC)c(N=c2oc3cc(O)ccc3cc2C(N)=O)c1,2,4,-1,-1,-13,0.3,0,-3,13
CCOC(=O)c1ccc(NC(=O)c2nc[nH]c2C(=O)N[C@@H](CC(C)C)C(=O)OC(C)(C)C)cc1,0,18,-14,4,16,3.6,0,10,-2
O=C(COC(=O)c1c(Cl)cccc1Cl)Nc1cccc(S(=O)(=O)NC2=NCCCCC2)c1,6,-8,7,9,-1,0.1,-1,-5,6
CC12C(=O)N(n3cnnc3)C(=O)C1C1C=CC2C1 (stereo not given),0,1,0,-7,-4,0.5,-3,-5,-1
COc1cccc(N(C(=O)c2csnn2)C(C(=O)NC2CCCC2)c2ccccc2)c1 (stereo not given),4,6,-6,-8,-2,2.1,-4,6,2
CC1=C/C(=C\c2ccc(Br)o2)C(=O)O1,0,1,3,-10,1,-1.1,-2,0,2
CC(C)NC(=O)c1ccc2sc([C@H]3C[C@H](O)[C@@H](CO)O3)nc2c1,1,-2,9,2,x,x,0,-1,x
CCn1nnc(NC(=O)c2ccc(-c3ccccc3[N+](=O)[O-])o2)n1,2,8,-8,-3,-6,-1.9,2,7,2
O=C(CN1CCc2ccccc21)NC(=O)NCc1ccco1,1,0,-6,-1,-32,-3.2,2,3,7
O=C(Nc1ccc(OCCO)cc1)c1csc([C@@H]2C[C@H](O)[C@@H](CO)O2)n1,0,1,-9,2,x,x,0,-2,x
C/C(=N\NC(=S)NCc1ccccc1)c1ccco1,1,8,-8,2,4,-2.6,4,6,2
Clc1nccnc1-c1ccccc1,0,1,4,11,-3,0.1,2,-4,6
Cc1cc(NC(=O)CO/N=C/c2ccc3c(c2)OCO3)ccc1Br,0,-3,-5,8,15,-1.6,-1,3,-4
CCCCCc1nnc(NC(=O)c2ccc(N3CCCC3=O)cc2)s1,1,5,-17,4,-22,-0.9,2,1,5
Cc1ccccc1OCc1nnc(SCC(=O)N2c3ccccc3Sc3ccc(Cl)cc32)o1,0,9,-7,-5,-30,6.0,3,1,7
O=[N+]([O-])c1ccc(COc2cccc(CNc3ccc(Br)cc3)c2)cc1,2,-3,-1,11,21,-0.7,-3,-12,10
CN(C)CCn1c(=O)n(Cc2ccccc2)c(=O)c2c3c(sc21)CCCCC3,2,0,2,3,-37,1.9,-1,4,4
Cc1ccc(NC(=O)Cn2c(O)c(N=NS(=O)(=O)c3ccc(C)cc3)c3ccccc32)cc1,1,3,-4,6,2,-0.1,-2,-5,3
CN(C(=O)COC(=O)c1ccc([N+](=O)[O-])cc1Cl)C1CCCCC1,6,-16,-3,1,4,-2.0,-10,-13,1
O=C1CCc2ccc(NS(=O)(=O)c3ccc(F)cc3)cc2N1,4,-4,-15,-19,-10,-3.2,0,3,0
# Continued:
SMILES,M4 ag,M4 PAM,CHRM4 antagonist,CHRM5 antagonist,CRFBP-R2 block,CRFBP-R2 agonist,M5 ag,CHRM5 PAM,IDE cell inh
CCOc1ccc(Br)cc1S(=O)(=O)Nc1ccccc1N1CCOCC1,0,-1,-8,-5,-6,1.1,-12,4,10
CCCc1cc(=O)n2[nH]cc(-c3ccc(Cl)cc3)c2n1,-2,-2,9,12,11,-0.6,-12,-2,x
CC(c1ccccc1)C1CC(=O)N(C2CCCCC2)C1=O (stereo not given),-2,3,2,-1,-23,0.8,2,-1,5
COC(=O)c1ccccc1NC(=O)CSc1nnc(-c2ccncc2)o1,0,-3,11,1,-3,4.6,2,-2,-2
FC(F)(F)c1cccc(OCc2noc(-c3ccsc3)n2)c1,-1,-3,4,5,-1,-0.3,4,-1,8
COc1ccccc1-c1ccc(/C=C2/C=C(CC(C)C)OC2=O)o1,0,7,7,8,19,-0.1,0,15,2
N#Cc1ccccc1Cn1cc(C#N)c2ccccc21,3,-4,3,1,10,-2.0,-2,-2,6
COc1cc(CCC(=O)Oc2ccc(C(C)=O)cc2)cc(OC)c1OC,1,2,-9,-5,16,-2.7,1,-2,-1
CC(=O)c1c(C)[nH]c(C(=O)CSc2nnc(-c3ccccc3)n2Cc2ccc3c(c2)OCO3)c1C,3,19,0,-7,15,5.2,-3,3,3
Cc1nc(Nc2ccccc2)sc1C(=O)c1ccccc1,-1,1,-1,10,-17,0.2,-3,-6,2
CCCCn1c(SCc2ccccn2)nc2c1c(=O)n(C)c(=O)n2C,1,-2,0,13,7,-3.4,-6,-5,3
O=C(c1nc2ccccc2[nH]1)c1ccccc1[N+](=O)[O-],0,-7,9,2,-20,2.0,-13,1,-3
CCN(CC)c1ccc(/C=N/NC(=O)C2CC2)cc1,0,-5,12,16,-1,-0.7,-5,-4,6
CN(Cc1ccccc1)C(=O)c1cccc(NC(=O)Cc2ccc(NC(=O)C3CCCN(C(=O)CCc4ccccc4)C3)cc2)c1 (stereo not given),0,-11,13,12,57*,4.3,-2,-4,x
O=C(CN1CCOCC1)NNC(=S)Nc1ccc(Cl)cc1,1,8,-4,2,-1,0.6,2,3,-2
Cc1sc2ncnc(N3CCC(C(=O)NNC(=O)c4ccc(F)cc4)CC3)c2c1C,x,-4,-17,10,6,0.5,0,-14,7
CCOc1ccc(N2CC(C(=O)Nc3ccccc3N3CCOCC3)CC2=O)cc1 (stereo not given),3,-1,-12,-1,3,-0.5,-4,6,2
Cc1c(CNCc2cccs2)c(C(=O)O)c(C)n1Cc1ccccc1,1,-11,17,5,-14,0.0,-7,-4,1
COc1ccc(C2C3(C#N)C(N)=NC(OC)(OC)C23C#N)cc1 (stereo not given),1,-3,-2,-7,-1,2.9,-1,-2,3
O=C1OC(N2CCN(C/C=C/c3ccccc3)CC2)c2ccccc21 (stereo not given),0,5,-3,6,-1,2.9,-2,-2,-2
CCC(=O)N1CCc2cc(Br)cc(S(=O)(=O)CCC(=O)NCCc3ccccc3)c21,1,-1,-3,-4,12,-0.1,-1,0,-8
CCCCNC(=O)C(NC(=O)Cc1cc(C(F)(F)F)cc(C(F)(F)F)c1)C(=O)c1ccccc1 (stereo not given),0,11,3,-9,x,x,2,9,x
Cc1cc2cc(CNC(=O)c3cccc([N+](=O)[O-])c3)ccc2[nH]1,2,-5,-4,6,40,-1.2,0,-3,-4
COc1cc(/C=N/n2cnnc2)ccc1OCCOc1ccccc1,4,0,0,-4,4,0.8,2,2,2
O=C(O)CCN1C(=O)C2C3C=CC(C2C1=O)C1C(=O)N(CCC(=O)O)C(=O)C31 (stereo not given),0,6,1,1,-5,-0.8,-4,10,x

# Arranged by formula weight (ascending): part of the list above
SMILES,M4 ag,M4 PAM,CHRM4 antagonist,CHRM5 antagonist,CRFBP-R2 block,CRFBP-R2 agonist,M5 ag,CHRM5 PAM,IDE cell inh
N#Cc1ccccc1Cn1cc(C#N)c2ccccc21,3,-4,3,1,10,-2.0,-2,-2,6
CCN(CC)c1ccc(/C=N/NC(=O)C2CC2)cc1,0,-5,12,16,-1,-0.7,-5,-4,6
CN(Cc1ccccc1)C(=O)c1cccc(NC(=O)Cc2ccc(NC(=O)C3CCCN(C(=O)CCc4ccccc4)C3)cc2)c1 (stereo not given),0,-11,13,12,57*,4.3,-2,-4,x

# Later entries:
SMILES,M4 ag,M4 PAM,CHRM4 antagonist,CHRM5 antagonist,CRFBP-R2 block,CRFBP-R2 agonist,M5 ag,CHRM5 PAM,IDE cell inh
CCOc1nc(-c2ccccc2)ccc1-c1noc(-c2cccs2)n1,0,3,-12,-2,-8,12,-2,-2,5
CCOC(=O)c1cccc(NC2c3ccccc3C(=O)N2Cc2ccco2)c1 (stereo not given),3,-4,-3,9,15,-1.6,-3,-7,5
CCN(CC)C1CCN(C(=O)c2cc(COc3ccc(F)cc3Cl)on2)C1 (stereo not given),2,-43,11,-5,8,-1.8,-13,5,3
CCN(C(=O)CSc1nc(C)nc2sc(C)c(C)c12)c1ccc(F)cc1,1,1,7,-2,-23,1.3,1,5,2
O=C(O)C1(S(=O)(=O)CCC(F)=C(F)F)CC1,1,-2,5,0,14,-1.4,-3,4,1
Cc1nc(SCc2nc3ccccc3[nH]2)c2oc3cc(Br)ccc3c2n1,2,0,3,9,-12,8.6,-1,-12,4
O=C(Nc1ccc(F)c(Cl)c1)C1CC(=O)n2c(nc3ccccc32)N1 (stereo not given),0,-5,-1,9,-20,28,0,-7,1
O=C1c2cccc3cccc(c23)C(=O)N1OS(=O)(=O)c1ccc(Br)cc1,1,-1,0,-1,6,0.0,1,3,0
CCOc1ccc(N(CC(=O)N2CCCC2)S(=O)(=O)c2ccc(F)cc2)cc1,1,-1,14,5,14,-0.5,-2,-1,-1
COc1ccc(NC2=Nc3ccccc3CC2)cc1,-1,-1,-21,-13,-11,6.1,-5,8,4

# Quoted from the entries so far (twelve entries):
SMILES,M4 ag,M4 PAM,CHRM4 antagonist,CHRM5 antagonist,CRFBP-R2 block,CRFBP-R2 agonist,M5 ag,CHRM5 PAM,IDE cell inh
CCC(=O)N1CCc2cc(Br)cc(S(=O)(=O)CCC(=O)NCCc3ccccc3)c21,1,-1,-3,-4,12,-0.1,-1,0,-8
CCCCNC(=O)C(NC(=O)Cc1cc(C(F)(F)F)cc(C(F)(F)F)c1)C(=O)c1ccccc1 (stereo not given),0,11,3,-9,x,x,2,9,x
Cc1cc2cc(CNC(=O)c3cccc([N+](=O)[O-])c3)ccc2[nH]1,2,-5,-4,6,40,-1.2,0,-3,-4
COc1cc(/C=N/n2cnnc2)ccc1OCCOc1ccccc1,4,0,0,-4,4,0.8,2,2,2
O=C(O)CCN1C(=O)C2C3C=CC(C2C1=O)C1C(=O)N(CCC(=O)O)C(=O)C31 (stereo not given),0,6,1,1,-5,-0.8,-4,10,x
CCOc1nc(-c2ccccc2)ccc1-c1noc(-c2cccs2)n1,0,3,-12,-2,-8,12,-2,-2,5
CCOC(=O)c1cccc(NC2c3ccccc3C(=O)N2Cc2ccco2)c1 (stereo not given),3,-4,-3,9,15,-1.6,-3,-7,5
CCN(CC)C1CCN(C(=O)c2cc(COc3ccc(F)cc3Cl)on2)C1 (stereo not given),2,-43,11,-5,8,-1.8,-13,5,3
CCN(C(=O)CSc1nc(C)nc2sc(C)c(C)c12)c1ccc(F)cc1,1,1,7,-2,-23,1.3,1,5,2
O=C(O)C1(S(=O)(=O)CCC(F)=C(F)F)CC1,1,-2,5,0,14,-1.4,-3,4,1
Cc1nc(SCc2nc3ccccc3[nH]2)c2oc3cc(Br)ccc3c2n1,2,0,3,9,-12,8.6,-1,-12,4
O=C(Nc1ccc(F)c(Cl)c1)C1CC(=O)n2c(nc3ccccc32)N1 (stereo not given),0,-5,-1,9,-20,28,0,-7,1
